Screening data as filed in PubChem BioAssay.
KOR beta-arrestin-1 = kappa opioid receptor blockers – cell-based, luminescence, uHTS (AID 1778). KOR beta-arrestin recruitment, luminescence, antagonist mode; higher % means a stronger effect. inhibition, % at 10 µM; hits with a dose series show IC50 in µM. actives 0.091% (n = 290,000); further: strong numbers were not always called active
GPR55 LPI antagonism = inhibition of LPI-stimulated GPR55 beta-arrestin translocation – imaging, U2OS, beta-arrestin-GFP, LPI agonist, primary screen (AID 2013); U2OS GPR55 beta-arrestin-GFP translocation imaging, LPI antagonism; higher % means a stronger effect; inhibition, % at 10 µM; hits with a dose series show IC50 in µM; actives 0.13% (n = 290,000);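 active means spots per cell inhibited over 60%, with over 100 cells counted and total cytoplasm intensity under 500,000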;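 further: U2OS cells stably carrying GPR55 and arrestin-GFP stimulated by 5 µM LPI near EC80; imaged beta-arrestin-GFP aggregate spots per cell after agonist stimulation; plate controls were LPI-stimulated DMSO wells for no effect and DMSO wells without LPI for full effect; some results filed as inactive read as strong as hits; confirmed hits need IC50 under 10 µM and bright autofluorescent wells are also inconclusive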
NOD1 NF-kB reporter = inhibition of NOD1-driven NF-kB reporter – cell-based, luminescence, uHTS, primary screen (AID 1578); NOD1-driven NF-kB luciferase reporter cells, luminescence; higher % means a stronger effect; one-dose inhibition, % at 4 µM; EC50 in µM for titrated hits; actives 1% (n = 290,000); in the data active means inhibition mostly above about 36%, no sharp cut-off; inactive means mostly below about 34%;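 further: HEK-293T reporter cells stimulated with the NOD1 agonist gamma-tri-DAP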
NOD2 inhibition = NOD2 signaling inhibitors, cell-based, luminescence, uHTS, HEK293 (AID 1566). HEK293 NOD2/NF-kB luciferase reporter, luminescence; higher % means a stronger effect. actives 0.63% (n = 290,000). one-dose inhibition, % at 4 µM; EC50 in µM for titrated hits; further: many of its hits are not listed in these tables
KOR beta-arrestin-2 = kappa opioid receptor activators – cell-based, luminescence, uHTS, primary screen (AID 1777); activation, % at 10 µM; hits with a dose series show EC50 in µM; KOR beta-arrestin recruitment, luminescence; higher % means a stronger effect; actives 0.02% (n = 280,000); in the data active means activation above about 50%, passing the limit was not always enough; further: a part of the inactive calls stands beside numbers as strong as those of hits
GPR55 beta-arrestin = GPR55 agonists via beta-arrestin recruitment, primary screen, imaging, U2OS cells, beta-arrestin-GFP redistribution (AID 1961); actives 0.048% (n = 290,000); one-dose activation, % at 10 µM; EC50 in µM for titrated hits; U2OS GPR55 beta-arrestin-GFP redistribution imaging; higher % means a stronger effect;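 active means activation above 40% with more than 50 cells counted in the well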;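 further: U2OS osteosarcoma cells stably expressing GPR55 and beta-arrestin-GFP; plate controls were DMSO negative control for no effect and LPI positive control for full effect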
GPR35 antagonists = GPR35 antagonists blocking zaprinast-driven arrestin recruitment, primary screen, imaging, U2OS, beta-arrestin-GFP, zaprinast agonist (AID 2058) | U2OS GPR35 beta-arrestin-GFP translocation imaging, zaprinast antagonism; higher % means a stronger effect | inhibition, % at 10 µM; hits with a dose series show IC50 in µM | actives 0.052% (n = 290,000);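 active means inhibition of at least 50% with at least 30 cells and total cytoplasm GFP at most 10,000,000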
HIV fusion peptide = inhibitors of HIV fusion peptide binding, primary screen, biochemical, uHTS, fluorescence dequenching (AID 1986) | cell-free peptide binding, fluorescence dequenching, 30 min; higher % means a stronger effect | inhibition, % at 20 µM; hits with a dose series show IC50 in µM | actives 0.3% (n = 290,000); in the data active means inhibition mostly above about 52%, no sharp cut-off; inactive means mostly below about 76%; further: some results filed as inactive read as strong as hits
Myeloid diff 2 = compounds promoting myeloid differentiation; ER-HoxA9 myeloid progenitors, lysozyme-GFP differentiation, flow cytometry; calls only at 10 µM; actives 1% (n = 360,000); AID 624256;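 active means normalized GFP-positive differentiation at or above the plate's own cutoff, the solvent-only control mean plus 3 SD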;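 further: cells exposed to compound for four days before flow analysis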
Myeloid diff 2 GFP+ MAC1+ % = second read-out of Myeloid diff 2, no call of its own (marks repeat the call); GFP+ MAC1+ double positive, %; measured here: differentiation confirmed by MAC1 staining
Starred values were filed as active, the others as inactive; i = inactive; . = not tested or not shown; [ ] = remark or other dose. Unless noted, no stated cut-off is given here; in the data, active means inhibition above about 50%; inactive means the rest.

SMILES	KOR beta-arrestin-1	GPR55 LPI antagonism	NOD1 NF-kB reporter	NOD2 inhibition	KOR beta-arrestin-2	GPR55 beta-arrestin	GPR35 antagonists	HIV fusion peptide	Myeloid diff 2	Myeloid diff 2 GFP+ MAC1+ %
O=C(CSc1nc2cc(Cl)ccc2s1)NCc1ccc2c(c1)OCO2	-4%	1%	2%	-63%	0.3%	0.4%	-1%	-1.1%	i	0.7
COc1ccc(-n2c(C)nn(CCOc3ccccc3)c2=O)cc1	30%	-14%	-42%	-21%	-1.7%	-0.2%	-4%	1.6%	i	0.7
O=C(O)c1ccc(C(=O)c2ccc3c(c2)C(=O)N(CCO)C3=O)cc1	20%	9%	1%	22%	3.6%	-1.9%	0%	0.9%	i	0.3
Cc1ccc(C(=O)NNC(=S)Nc2cccc(Cl)c2Cl)cc1[N+](=O)[O-]	-23%	-12%	-2%	18%	-4.3%	-0.2%	10%	-0.9%	i	8.0
Oc1c(Cl)cc(Cl)cc1C1Nc2ccccc2-n2cccc21 (centres undefined)	6%	3%	-2%	2%	2.1%	0.1%	12%	-0.7%	i	0.6
CCC(C(=O)OCC(=O)Nc1cccc(S(=O)(=O)NC2=NCCCCC2)c1)c1ccccc1 (centres undefined)	7%	-4%	-7%	-1%	-4.4%	-0.6%	-9%	-2.9%	.	.
Cc1ccccc1-c1nn(-c2ccc(F)cc2F)cc1CNCCCN(C)C	-22%	-2%	-54%	-7%	1.5%	0.3%	6%	1.6%	i	2.1
CCN(CCCn1c(=S)[nH]c2ncccc2c1=O)c1ccccc1	19%	36%	.	16%	-1.7%	-0.1%	18%	-1.3%	i	0.0
COc1ccc(OCC(=O)Nc2cccc(OC)c2)cc1	-38%	-1%	-42%	-27%	-2.9%	-0.1%	0%	0.4%	i	1.2
O=C(NCc1ccc(Cl)cc1Cl)c1ccccn1	-29%	-12%	18%	-22%	5.2%	-0.2%	8%	0.5%	i	0.7
CCOC(=O)CSc1ncnc2c1cnn2-c1ccccc1	-19%	-4%	-55%	-44%	-1.7%	-0.2%	-2%	-1.4%	i	6.0
O=C(C#Cc1ccccc1)c1ccc([N+](=O)[O-])cc1	9.7µM*	11%	38%	14%	-7.8%	-0.1%	9%	-0.9%	i	0.3
O=C(/C=C/c1ccc(F)cc1)NCCCn1ccnc1	-19%	-2%	-15%	-9%	0.6%	0.0%	-5%	1.5%	i	0.4
Clc1cccc(Cl)c1CNCCCSc1ncccn1	-33%[20 µM]	-6%	-32%	-14%	-1.9%	1.4%	1%	-0.2%	i	0.2
Nc1ncc2c(n1)CCN(c1ccc([N+](=O)[O-])cc1)C2	-3%	1%	15%	1%	-2.1%	0.0%	-8%	-4.1%	i	0.6
CCC(=O)N/C(N)=N/c1nc(C)c2cc(OC)ccc2n1	20%	1%	-23%	-35%	-1.9%	0.1%	-1%	0.0%	i	6.0
O=C(NCc1ccccn1)Nc1cccc(Cl)c1	8%	-3%	-46%	-41%	-4.1%	0.1%	6%	0.2%	i	1.7
C#CCn1c(=NC(=O)c2sc3ccccc3c2Cl)sc2cc(S(N)(=O)=O)ccc21	-19%	10%	-20%	18%	-0.1%	-0.2%	6%	4.8%	i	1.0
Cn1cccc1/C=N/NC(=O)Cc1ccccc1	-18%	-7%	-3%	16%	.	-0.1%	-7%	-2.3%	i	0.4
COc1cccc(C2(O)CCN(C(=O)C(C)C)CC2)c1	-9%	2%	0%	1%	4.2%	0.0%	1%	-1.3%	i	0.6
O=S(=O)(N1CCOCC1)N1CCN(c2ccc(F)cc2)CC1	-26%	12%	-6%	-5%	-5.0%	0.0%	8%	4.7%	i	0.9
CS(=O)(=O)Nc1cccc(C2=NN(S(=O)(=O)c3ccccc3)C(c3ccco3)C2)c1 (centres undefined)	13%	7%	-24%	-7%	-8.0%	0.4%	-8%	0.9%	i	0.3
CCOC(=O)c1cncc(NC(=O)c2ccccc2)c1	-28%	16%	-34%	-7%	3.3%	-0.1%	-2%	-0.2%	i	0.9
CC(OC(=O)c1ccco1)C(=O)NCc1cccs1 (centres undefined)	-9%	2%	-19%	14%	15%	-0.1%	-7%	1.2%	i	1.4

Some of the entries so far, in markdown.
| structure | KOR beta-arrestin-1 | GPR55 LPI antagonism | NOD1 NF-kB reporter | NOD2 inhibition | KOR beta-arrestin-2 | GPR55 beta-arrestin | GPR35 antagonists | HIV fusion peptide | Myeloid diff 2 | Myeloid diff 2 GFP+ MAC1+ % |
| --- | --- | --- | --- | --- | --- | --- | --- | --- | --- | --- |
| O=C(NCc1ccccn1)Nc1cccc(Cl)c1 | 8% | -3% | -46% | -41% | -4.1% | 0.1% | 6% | 0.2% | i | 1.7 |
| C#CCn1c(=NC(=O)c2sc3ccccc3c2Cl)sc2cc(S(N)(=O)=O)ccc21 | -19% | 10% | -20% | 18% | -0.1% | -0.2% | 6% | 4.8% | i | 1.0 |
| Cn1cccc1/C=N/NC(=O)Cc1ccccc1 | -18% | -7% | -3% | 16% | . | -0.1% | -7% | -2.3% | i | 0.4 |
| COc1cccc(C2(O)CCN(C(=O)C(C)C)CC2)c1 | -9% | 2% | 0% | 1% | 4.2% | 0.0% | 1% | -1.3% | i | 0.6 |
| O=S(=O)(N1CCOCC1)N1CCN(c2ccc(F)cc2)CC1 | -26% | 12% | -6% | -5% | -5.0% | 0.0% | 8% | 4.7% | i | 0.9 |
| CS(=O)(=O)Nc1cccc(C2=NN(S(=O)(=O)c3ccccc3)C(c3ccco3)C2)c1 (centres undefined) | 13% | 7% | -24% | -7% | -8.0% | 0.4% | -8% | 0.9% | i | 0.3 |
| CCOC(=O)c1cncc(NC(=O)c2ccccc2)c1 | -28% | 16% | -34% | -7% | 3.3% | -0.1% | -2% | -0.2% | i | 0.9 |
| CC(OC(=O)c1ccco1)C(=O)NCc1cccs1 (centres undefined) | -9% | 2% | -19% | 14% | 15% | -0.1% | -7% | 1.2% | i | 1.4 |

Additional structures:
SMILES	KOR beta-arrestin-1	GPR55 LPI antagonism	NOD1 NF-kB reporter	NOD2 inhibition	KOR beta-arrestin-2	GPR55 beta-arrestin	GPR35 antagonists	HIV fusion peptide	Myeloid diff 2	Myeloid diff 2 GFP+ MAC1+ %
COc1ccc(C(=O)Nc2c(N)nc(SCC(=O)Nc3ccc(NC(C)=O)cc3)[nH]c2=O)cc1OC	-2%	-10%	-8%	-2%	-6.1%	-0.2%	-5%	-0.9%	i	2.1
Cc1ccc(S(=O)(=O)NCC(=O)OCC(=O)N2CCc3ccccc32)cc1	-18%	-10%	-4%	-1%	-3.8%	0.2%	4%	1.2%	i	0.3
Cc1cc(O)c(C(C)C)cc1NC(=O)Cn1nc(C)c2ccccc2c1=O	8%	5%	-23%	4%	-2.1%	0.0%	2%	-1.8%	i	1.7
COc1ccc([C@@H]2C[C@H]3CN(Cc4ccccc4OC)C(=O)[C@]34CCCN24)cc1C	-6%[20 µM]	13%	12%	-9%	.	0.2%	29%	7.9%	i	0.2
O=C(CCCCO)CCCCCCCC[C@H]1N[C@H](CO)[C@H](O)[C@@H]1O[C@@H]1O[C@H](CO)[C@@H](O)[C@H](O)[C@H]1O	-18%	1%	-29%	12%	-0.9%	0.1%	-3%	1.7%	i	1.7
COc1ccccc1-c1noc(-c2ccccc2)n1	-3%	-21%	-28%	-82%	-3.2%	-0.1%	-7%	-1.4%	i	0.5
O=C(N/N=C/c1cccc([N+](=O)[O-])c1)c1cc2ccccc2o1	-2%	3%	-9%	-7%	-5.0%	-0.5%	3%	-1.4%	i	0.5
Cc1occc1-c1nnc(SCCNCCO)o1	7%	12%	-25%	-6%	2.2%	-1.1%	-1%	-0.3%	i	1.1
COc1ccc(/C=N/NC(=O)CCc2c(C)n[nH]c2C)cc1O	9%	1%	21%	1%	-0.8%	-0.1%	2%	-0.7%	i	0.8
Cc1ccccc1-n1ncc2c1CC(C)(C)CC2NC(=O)CCn1cncn1 (centres undefined)	5%	3%	-29%	2%	-2.7%	0.2%	-18%	-0.8%	i	0.3
C=CCn1nnnc1SCC(=O)Nc1ccc(C(=O)OC)cc1	-27%	-21%	29%	22%	7.8%	-0.1%	14%	-0.5%	i	0.0
O=C(N/N=C/c1cc2ccccc2[nH]1)c1ccccc1Cl	24%	5%	-4%	8%	1.8%	0.0%	-1%	0.2%	i	0.3
CN1C(=O)/C(=N\OC(=O)c2cccc3ccccc23)c2ccccc21	31%	-3%	27%	1%	8.1%	2.4%	22%	-5.7%	i	6.2
CC(C)NC(=O)c1cnc(Sc2ncc(C(F)(F)F)cc2Cl)n1C	-67%	1%	11%	8%	2.3%	0.3%	8%	0.0%	i	1.6
Cc1cc(S(=O)(=O)N2CCN(c3ccc(F)cc3)CC2)c(C)s1	18%	1%	10%	23%	-1.5%	-0.2%	5%	0.8%	i	2.0
O=C(NC1CCCC1)c1ccccc1-c1ccccc1	2%	-5%	19%	16%	-0.5%	-0.3%	17%	-1.4%	i	0.6
O=C(O)[C@@H](c1ccccc1)N1Cc2ccccc2C1=O	9%	-3%	12%	-4%	8.4%	-0.2%	-3%	11%	i	3.2
CCOC(=O)C1(CCOc2ccccc2)CCN(Cc2ccc(OC)c(COC)c2)CC1	-44%[20 µM]	-34%	16%	42%	-2.6%	-0.1%	0%	-0.9%	i	0.6
CCN(C(=O)CN1C(=O)c2ccc([N+](=O)[O-])cc2C1=O)C1CCCCC1	-21%	1%	-27%	11%	7.1%	0.0%	-1%	-1.2%	i	0.7
CN(Cc1ccccc1)C(=O)C1CCN(S(=O)(=O)c2cccc3nsnc23)CC1	0%	-1%	-7%	15%	0.1%	0.2%	8%	0.1%	i	2.7
COC(=O)c1ccccc1NC(=O)Cn1c(SC)c(F)cnc1=O	-19%	-2%	5%	7%	6.3%	-0.1%	10%	-3.0%	i	0.4
CCOc1ccccc1NC(=O)C1CC2CCCC(C1)C2=O (centres undefined)	15%	9%	-16%	3%	3.1%	0.3%	-4%	-1.0%	i	1.4
COc1ccc(OC)c(N)c1	31%	2%	-12%	10%	-7.6%	-0.2%	6%	10%	i	0.8
O=C(NC1CC1)C1=C[C@H](c2ccc3c(c2)OCO3)C[C@H](OCc2ccc(CO)cc2)O1	-11%	9%	-29%	8%	-7.6%	0.6%	-15%	-2.0%	i	0.4
O=C(CCc1nnc(C2(c3ccc(Cl)cc3)CCC2)o1)NCCCn1cccn1	17%[20 µM]	14%	-37%	-2%	.	-0.1%	-8%	1.0%	i	0.6
COc1ccc(C2C(C(=O)N3CC(C)CC(C)C3)c3ccccc3C(=O)N2C)cc1 (centres undefined)	-18%	-1%	-26%	-6%	8.4%	-0.1%	-10%	-1.4%	i	0.6
CC(=C\c1ccco1)/C=C(\C#N)C(=O)NCCc1c[nH]c2ccccc12	-10%	-12%	-21%	11%	69%	1.2%	-11%	3.5%	i	0.4
Cc1ccc(S(=O)(=O)N2CCCC2C(=O)OCc2nc3ccccc3s2)cc1 (centres undefined)	-50%	0%	13%	6%	-4.5%	0.2%	13%	-3.9%	i	0.5

The list is partial; the hit share may differ from the screen's.
